# DDE Tn6 FP inh – inhibitors of Tn6 peptide binding to human fibrin DD(E); P02675; Fibrin DD(E) TRITC-Tn6 fluorescence polarization displacement; inhibition, % at 8.3 µM; 0.21% of 370,000 active; AID 720509;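 active means inhibition above a per-campaign cutoff: mean of compounds within control limits plus 3 SD, cut at about 15% in these data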;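 further: 0% = median of all compound wells on the plate and 100% = blocking peptide control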
# Target sequence (P02675 whole entry, looked up): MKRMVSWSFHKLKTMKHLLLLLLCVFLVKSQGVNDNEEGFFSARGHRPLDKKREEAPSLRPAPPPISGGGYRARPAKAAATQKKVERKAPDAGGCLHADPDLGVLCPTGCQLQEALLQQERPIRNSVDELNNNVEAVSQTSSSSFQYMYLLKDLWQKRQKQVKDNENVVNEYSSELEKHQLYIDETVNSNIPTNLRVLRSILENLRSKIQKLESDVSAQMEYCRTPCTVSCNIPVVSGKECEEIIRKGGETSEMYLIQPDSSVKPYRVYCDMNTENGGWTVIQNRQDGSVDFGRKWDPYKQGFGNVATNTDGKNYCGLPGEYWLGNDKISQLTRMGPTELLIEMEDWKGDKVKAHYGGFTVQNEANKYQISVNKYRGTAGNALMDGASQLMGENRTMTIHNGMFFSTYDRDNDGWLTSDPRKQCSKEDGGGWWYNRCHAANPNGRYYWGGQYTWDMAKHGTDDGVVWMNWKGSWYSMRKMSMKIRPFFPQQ
# PLC-gamma1 inh – blocks human PLC-gamma1 enzyme activity. P19174. purified PLC-gamma1, fluorogenic substrate, fluorescence. inhibition, % at 12.2 µM. 0.84% of 370,000 active. AID 720700; in the data active means inhibition above about 9.5%
# DDE Tn7 FP inh – disrupts Tn7 cyclic peptide binding to fibrin D-Dimer-E complex; P02675; FP displacement of FITC-Tn7 peptide from fibrin DD(E); 0% = median of compound wells per plate; inhibition, % at 8.3 µM; 0.13% of 370,000 active; AID 720508;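 active means inhibition above the mean of compounds falling within the control limits plus 3 SD of them, cut at about 14% in these data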;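 further: 0% = plate median of compound wells and 100% = 10 µM Aha-Tn7 peptide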
#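 system = human fibrin DD(E) protein | quantity = DD(E) 2 µM final | medium = Tris/NaCl/CaCl2 buffer, pH 7.8 | also added = labelled Tn7 tracer, 0.1 µM | compound dosing = single point at 8.3 µM | timing = compound with protein 10 min, then 3 h after probe, room temperature | signal = FP measurement | benchmarks = Aha-Tn7 high control | repeats = one replicate per compound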
# TDP2 absorb – blocks human TDP2 phosphodiesterase activity | recombinant TDP2, T5PNP hydrolysis, p-nitrophenol absorbance 415 nm | 0.34% of 370,000 active | O95551 | inhibition, % at 12.8 µM;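 active means inhibition above the mean of all tested compounds plus 3 SD, set per campaign, cut at about 25% in these data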;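 further: 0% = DMSO with enzyme and 100% = buffer with substrate but no TDP2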
#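 System – recombinant human TDP2 · Amount – 120 nM TDP2 per well · Buffer or medium – Mg2+-containing Tris-HCl buffer, pH 7.5 · Reagent – T5PNP substrate, 5 mM · Dosing – 12.8 µM single point, 1% DMSO · Incubation – 2 h at 37 °C · Measured by – epi absorbance · Read-out basis – percent inhibition · Benchmarks – high control without enzyme, low control DMSO plus TDP2 · Repeats – singlicate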
# ADAM17 inh – inhibits human ADAM17; P78536; 0.83% of 370,000 active; inhibition, % at 6.95 µM; recombinant ADAM17, EDANS/DABCYL FRET peptide cleavage;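 active means inhibition above the mean of compounds lying between control limits plus 3 SD, set per campaign, cut at about 8.5% in these data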;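 further: 0% = DMSO-only wells as the low control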
# PLC-beta3 inh – inhibitors of human phospholipase C beta3 | 0.18% of 370,000 active | Q01970 | inhibition, % at 12.2 µM | Purified PLC-beta3, fluorogenic substrate, fluorescence; in the data active means inhibition above about 11%;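 further: 0% = median of compound wells on plate and 100% = full blocker control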
# SIAE primary – inhibitors of human sialic acid acetylesterase SIAE; 0.69% of 370,000 active; Q9HAT2; inhibition, % at 9.66 µM; SIAE FP-Rh probe binding, fluorescence polarization;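 active means inhibition above a cutoff: mean of compounds within the control limits plus 3 SD of those, cut at about 17% in these data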;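 further: 0% = plate median of compound wells and 100% = probe without SIAE protein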
# ARFGAP1 inhibitor – rat ARFGAP1 inhibition. Arfgap1-stimulated ARF1 GTP hydrolysis, GDP FP detection. AID 651572. 0.26% of 360,000 active. inhibition, % at 16.5 µM;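 active means inhibition above a per-plate limit, mean inhibition of low control wells plus 3 SD, cut at about 25% in these data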;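 further: 0% = DMSO wells with enzyme and 100% = wells lacking Arfgap1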
# Target sequence (Q62848 1-136 limits assumed): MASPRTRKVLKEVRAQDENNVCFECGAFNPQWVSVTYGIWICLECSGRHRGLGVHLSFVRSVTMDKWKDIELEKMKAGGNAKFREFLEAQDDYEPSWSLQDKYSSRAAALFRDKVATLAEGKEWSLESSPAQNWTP
#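 Assay system: Rat Arfgap1 GAP domain (His6, aa 1-136), purified enzyme | Buffer or medium: HEPES 25 mM pH 7.5, NaCl 150 mM, MgCl2, DTT | Schedule: GTP hydrolysis reaction 2 h at 25 °C | Signal: FP of antibody-bound GDP Alexa 633 tracer, ex 620/em 688 nm | Measure: Percent inhibition of Arfgap1-stimulated GTP hydrolysis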
# ASAP1 inh – ASAP1 ArfGAP inhibition | 0.19% of 360,000 active | Q9ULH1 | AID 624377 | ASAP1-stimulated ARF1 GTP hydrolysis, GDP FP detection | inhibition, % at 16.5 µM; in the data active means inhibition above about 25%;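 further: 0% = vehicle with enzyme and substrate and 100% = no enzyme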
# Target sequence (Q9ULH1 325-724 limits assumed): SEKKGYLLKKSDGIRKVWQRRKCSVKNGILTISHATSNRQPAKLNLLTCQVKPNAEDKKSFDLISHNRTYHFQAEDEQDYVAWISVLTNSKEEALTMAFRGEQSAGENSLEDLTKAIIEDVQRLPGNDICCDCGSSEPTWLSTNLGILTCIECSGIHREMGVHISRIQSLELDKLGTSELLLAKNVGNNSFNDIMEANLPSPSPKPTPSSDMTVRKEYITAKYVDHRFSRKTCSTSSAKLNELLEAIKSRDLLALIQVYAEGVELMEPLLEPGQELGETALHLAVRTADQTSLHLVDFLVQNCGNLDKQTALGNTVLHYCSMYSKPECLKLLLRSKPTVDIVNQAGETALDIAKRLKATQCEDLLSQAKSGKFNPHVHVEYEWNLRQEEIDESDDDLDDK
# ADAM10 inh – ADAM10 inhibition, QFRET primary screen; O14672; recombinant ADAM10, EDANS/DABCYL FRET peptide cleavage, 3 h; inhibition, % at 7 µM; 0.62% of 370,000 active; AID 720582;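 active means inhibition above a per-campaign cutoff equal to the mean of compounds falling between control-based bounds plus 3 SD, cut at about 20% in these data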;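 further: 0% = DMSO wells while the 100% control is not disclosed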
# An asterisk follows results filed as active; i = inactive.
[1] CCCCc1ncc(CN2CCCC(C(=O)c3ccc(SC)cc3)C2)[nH]1 (stereo not drawn)
[2] C/C(=N\NC(N)=O)c1c(O)n(C)c(=O)n(C)c1=O
[3] CC1(C)C(C(=O)N2CCN(c3ccc(Cl)cc3)CC2)C1(C)C
[4] CCN(CC)c1ccc(/C=C2/C(=O)NC(=O)N(CC3CCCO3)C2=O)cc1 (stereo not drawn)
[5] Cc1ncc(C(=O)O)n1C(C)c1ccccc1 (stereo not drawn)
[6] O=S(=O)(c1ccc(O)cc1)c1ccc(O)cc1
[7] CN1C2CCC1CC(OC(=O)CCN1CCCC1)C2 (stereo not drawn)
[8] COC(=O)C1=C(c2cccc(C#N)c2)C[C@@H]2CC[C@H]1N2C(=O)N1CCC(O)CC1
[9] Cc1cccc(NP(C)(=O)c2nc3c(s2)CCCC3)c1 (stereo not drawn)
[10] CCC(C)c1ccc(N2C(=O)NC(=O)/C(=C/c3cccn3CCOc3ccc(C)cc3)C2=O)cc1 (stereo not drawn)
compound no.	1	2	3	4	5	6	7	8	9	10
DDE Tn6 FP inh	-11	7	1	4	-1	-2	-4	-2	3	-6
PLC-gamma1 inh	1	0	0	-7	0	3	0	0	4	-2
DDE Tn7 FP inh	-1	4	-8	-2	-1	-3	-2	-7	-14	-1
TDP2 absorb	11	7	5	3	1	14	12	-6	3	7
ADAM17 inh	-1	-2	-2	-6	-4	1	-5	-1	0	0
PLC-beta3 inh	3	0	-1	-10	4	0	3	0	2	-4
SIAE primary	1	2	2	-38	-6	11	4	0	0	-3
ARFGAP1 inhibitor	-19	12	0	4	-4	-9	-10	0	4	-18
ASAP1 inh	-11	5	-1	6	9	7	2	8	3	-10
ADAM10 inh	-2	-7	-2	-9	-7	5	0	2	-2	0

[11] CCN(CC)P(=S)(c1c(C)nc2ccccn12)c1c(C)nc2ccccn12
[12] O=C(Nc1cccc(OC(=O)N2CCOCC2)c1)N1CCOCC1
[13] c1csc(CN2CCNCC2)c1
[14] Cc1ccc(Cl)cc1N1CCN(CCN)CC1
[15] Cc1ccccc1O
[16] Cc1c(C)c2ccc(OCC(=O)N3CCC(C(=O)O)(c4ccccc4)CC3)cc2oc1=O
[17] C[N+]1(C)CCN(c2ccccc2)CC1
[18] C=Cn1ccnc1P(=S)(c1ccc(N(C)C)cc1)c1nccn1C=C
[19] C[n+]1c(-c2ccccc2)c2cc(N)ccc2c2ccc(N)cc21
[20] COc1ccccc1NC(=O)c1cn(CCC#N)nc1-c1ccc(F)cc1
compound no.	11	12	13	14	15	16	17	18	19	20
DDE Tn6 FP inh	-1	0	-1	0	3	2	-3	3	49*	-3
PLC-gamma1 inh	0	-1	2	16*	3	-78	-1	1	-137	3
DDE Tn7 FP inh	6	0	-6	-2	-1	-3	2	5	22*	2
TDP2 absorb	0	5	4	-9	-8	2	-7	2	58*	2
ADAM17 inh	-2	-4	-4	4	0	-235	-4	-5	-2	0
PLC-beta3 inh	3	0	-6	4	4	-104	-2	-1	-187	-4
SIAE primary	9	-1	-2	-2	6	-7	5	-1	49*	1
ARFGAP1 inhibitor	-7	-1	-2	-4	10	3	2	2	0	-7
ASAP1 inh	3	-15	3	3	-2	7	-6	4	1	-10
ADAM10 inh	-5	1	-1	4	-9	i	-3	7	-11	4

[21] COc1ccccc1N(CC(=O)NC1CCCCC1)C(=O)c1cnn(C(C)C)c1
[22] CN1C(=O)N(C)C(=O)C2(Cc3cc(N)ccc3N3CCN(c4ccccc4F)CC32)C1=O (stereo not drawn)
[23] COc1ccc(S(=O)(=O)N2Cc3cnnn3-c3ccccc3C2C#N)cc1 (stereo not drawn)
[24] O=C1NCN(c2ccccc2)C12CCN(C(CCc1ccccc1)c1nnnn1Cc1ccccc1)CC2 (stereo not drawn)
[25] COc1cc(OC)c2c(c1)OCC1CON(C)C21 (stereo not drawn)
[26] O=C(Cc1ccccc1)OCCNC(=O)c1cccnc1
[27] CCOC(=O)[C@]12Cc3c(cc(OC)c(OC)c3OC)[C@H]1N(C(C)C)C(=O)c1ccccc12
[28] O=C1NC(=O)C2(CCCc3ccc(N(CCCl)CCCl)cc32)N1 (stereo not drawn)
[29] C[C@]12CCC3C(CC[C@H]4C[C@@H](O)CC[C@]34C)C1=CC[C@@H]2O (stereo partly drawn)
[30] O=C(NCCN1CCC2(CC1)C(=O)NCN2c1ccccc1)c1ccc(F)cc1F
compound no.	21	22	23	24	25	26	27	28	29	30
DDE Tn6 FP inh	5	-5	4	12	-3	3	2	3	-2	4
PLC-gamma1 inh	5	-5	4	-3	1	1	-1	-1	0	-35
DDE Tn7 FP inh	6	2	-1	10	2	-3	2	-2	-2	0
TDP2 absorb	-12	-1	5	-5	7	11	0	1	2	1
ADAM17 inh	1	3	1	-1	0	1	-4	-3	-1	1
PLC-beta3 inh	5	-7	5	1	-4	3	-2	0	1	8
SIAE primary	2	15	3	-6	-6	1	-3	-1	1	6
ARFGAP1 inhibitor	3	-9	6	17	-2	-9	7	-5	-1	-2
ASAP1 inh	-9	7	3	2	3	2	2	3	1	-4
ADAM10 inh	13	10	0	-2	3	1	-10	-6	-5	-1

[31] COCCn1c(-c2ccccc2)cc(C(=O)O)c1C
[32] O=C(NN=Cc1ccc(N(CCCl)CCCl)cc1)c1cccnc1
[33] COc1ccc(CCn2c(O)c(/C=N/N3CCCCC3)c(=O)[nH]c2=O)cc1OC
[34] C=Cn1ccnc1P(=S)(c1cc(N(CC)CC)ns1)c1nccn1C=C
[35] C/C=C/CC1(CC)C(=O)NC(=S)NC1=O
[36] O=C(c1c[nH]c2ccc(S(=O)(=O)N3CCOCC3)cc2c1=O)N1CCC2(CC1)OCCO2
[37] COc1ccccc1C1=NCc2nnc(C)n2-c2ccc(Cl)cc21
[38] CCC(C)NC1(c2ccccc2)CCCCC1 (stereo not drawn)
[39] CCN1CCN(C(=O)COc2ccc(S(=O)(=O)N3CCOCC3)cc2Cl)CC1
[40] CC[N+](CC)(CC)CC
compound no.	31	32	33	34	35	36	37	38	39	40
DDE Tn6 FP inh	-6	-4	2	5	0	4	4	-5	5	3
PLC-gamma1 inh	-2	-42	-2	0	2	-12	5	1	3	-4
DDE Tn7 FP inh	2	-3	1	1	-3	-5	2	-6	-7	7
TDP2 absorb	-11	1	10	3	15	-14	2	5	3	-2
ADAM17 inh	-2	0	0	-2	0	-52	1	-1	3	-2
PLC-beta3 inh	-5	-59	5	5	-1	-9	5	0	3	1
SIAE primary	5	3	5	1	-6	-3	2	0	12	-1
ARFGAP1 inhibitor	7	-12	10	-2	5	0	-3	5	9	1
ASAP1 inh	5	12	6	-4	8	14	5	-10	3	-2
ADAM10 inh	0	-8	0	-1	-9	-186	-4	-1	-2	5

[41] COC(=O)C1=C(c2ccc(F)cc2F)C[C@@H]2CC[C@H]1N2C(=O)NCc1ccc(C(F)(F)F)cc1
[42] CN1CCN(Cc2ccc(N)cc2)CC1
[43] COCCOC(=O)C1=C(C)OC(N)=C(C(=O)OC)C12C(=O)Nc1ccccc12 (stereo not drawn)
[44] CCOC(=O)C1(c2ccccc2)CCN(CC(=O)c2ccc(NC(C)=O)cc2)CC1
[45] COc1ccc(OC(=O)N(C)C[C@@H]2OCc3ccccc3-c3c(n(C)c4ccccc34)C(=O)N([C@H](C)CO)C[C@@H]2C)cc1
[46] O=C1NCN(c2ccccc2)C12CCN(C(c1ccnc3ccccc13)c1nnnn1Cc1ccccc1)CC2 (stereo not drawn)
[47] CCCCCC(=O)N[C@@H](c1ccccc1)[C@@H](O)C(=O)O[C@H]1C[C@@]2(O)[C@@H](OC(=O)c3ccccc3)C3[C@](C)(C(=O)[C@H](O)C(=C1C)C2(C)C)[C@@H](OC1OCC(O)C(O)C1O)C[C@H]1OC[C@@]31OC(C)=O (stereo partly drawn)
[48] O=c1[nH]c2ccccc2n1C1CCN(C(c2cccs2)c2nnnn2-c2ccc3c(c2)OCCO3)CC1 (stereo not drawn)
[49] NC(=O)CSc1nnc([C@@H](N)Cc2c[nH]c3ccccc23)o1
[50] Nc1ccc(Cl)cc1
[51] OCCN(CC#CC(O)(c1ccccc1)C1CCCC1)CCO (stereo not drawn)
[52] CCC1(c2ccccc2)C(=O)NC(=S)NC1=O
compound no.	41	42	43	44	45	46	47	48	49	50	51	52
DDE Tn6 FP inh	1	0	3	0	-9	4	-2	-11	0	0	6	-6
PLC-gamma1 inh	4	1	-2	-2	4	4	3	-1	-6	0	3	-8
DDE Tn7 FP inh	-6	0	-3	-1	-4	-4	1	-12	6	1	3	-5
TDP2 absorb	-22	6	1	-4	-9	8	3	3	-6	3	3	3
ADAM17 inh	7	-4	-4	-4	4	-4	2	7	-7	-3	-3	-6
PLC-beta3 inh	2	4	-1	-12	-5	4	3	1	-12	-1	-1	3
SIAE primary	8	-2	-11	-2	-9	12	-3	-10	0	4	1	2
ARFGAP1 inhibitor	12	-10	1	2	1	-5	6	-3	9	13	-9	6
ASAP1 inh	-3	10	2	-15	-3	7	8	-15	3	6	4	2
ADAM10 inh	16	-4	-4	-25	-11	-11	-14	20*	-27	-11	-13	-6

# Looked up one by one from above (5):
[44] CCOC(=O)C1(c2ccccc2)CCN(CC(=O)c2ccc(NC(C)=O)cc2)CC1
[41] COC(=O)C1=C(c2ccc(F)cc2F)C[C@@H]2CC[C@H]1N2C(=O)NCc1ccc(C(F)(F)F)cc1
[52] CCC1(c2ccccc2)C(=O)NC(=S)NC1=O
[51] OCCN(CC#CC(O)(c1ccccc1)C1CCCC1)CCO (stereo not drawn)
[42] CN1CCN(Cc2ccc(N)cc2)CC1
compound no.	44	41	52	51	42
DDE Tn6 FP inh	0	1	-6	6	0
PLC-gamma1 inh	-2	4	-8	3	1
DDE Tn7 FP inh	-1	-6	-5	3	0
TDP2 absorb	-4	-22	3	3	6
ADAM17 inh	-4	7	-6	-3	-4
PLC-beta3 inh	-12	2	3	-1	4
SIAE primary	-2	8	2	1	-2
ARFGAP1 inhibitor	2	12	6	-9	-10
ASAP1 inh	-15	-3	2	4	10
ADAM10 inh	-25	16	-6	-13	-4

# Bioassay records: PubChem, The Scripps Research Institute Molecular Screening Center

# An excerpt. The share of hits here may be higher or lower than overall.
